Source: PubChem
Rab9 promoter act: Rab9 promoter activation. AID 485297. Potency, µM (doses to about 9.22 µM), inactives show top-dose activation, negative = inhibition, hits mostly activators. 2.8% of 320,000 active. Huh7 Rab9 promoter-luciferase reporter, luminescence, 24 h; note: % of control where 0% means no effect; nearly all actives have a fitted effect of over 60% in size
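Stable Rab9-luc Huh7, 1500 cells/well, 2 h settle; cmpd in DMSO, 24 h, 37 °C/5% CO2; luciferase reagent 10 min RT; luminescence.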
FLuc modulator: inhibits or activates purified firefly luciferase, miR-21 counter-screen. P08659. purified FLuc, Km substrates, luminescence inhibition. Potency, µM (series often up to 57.5 µM), for inactives: at the highest dose activity change, negative = inhibition, most hits filed as inhibitors. 6.9% of 360,000 active;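 note: plate controls were vehicle for no effect and reference inhibitor for full effect; nearly all actives have a fitted effect of over 55% in size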
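Biochemical qHTS of compounds, final roughly 60 µM downward over six points, against 10 nM purified firefly luciferase using Km concentrations of substrates (10 uM D-luciferin, 10 uM ATP) in Tris acetate pH 7.5 buffer; luminescence output.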
uPA surface inh: cell surface uPA generation inhibition. cell surface uPA generation assay, qHTS. Potency, µM (titrated, usually from 38.3 µM), for the others: at the top dose activity change, negative = inhibition, usual class: inhibitors. 0.31% of 330,000 active; active = well fitted inhibition curve with a large enough effect; inconclusive = small, poorly fitted or top-dose-only effect; inactive = no such curve, though single readings can be large or run the other way; tested in mouse RAW 264.7 cells; note: % is set by controls: 0 for no effect and ±100 for the full control effect; nearly all actives have a fitted effect of over 55% in size
MBNL1-CUG inh: blocks human MBNL1 binding to CUG repeat RNA; Q9NR56; TR-FRET MBNL1-His/biotin-(CUG)12 binding, 665/545 ratio; Potency, µM (titrated, usually from 57.5 µM), without a hit: top-dose activity change, negative = inhibition, most hits filed as inhibitors; 0.036% of 280,000 active; active = well fitted inhibition curve with a large enough effect in the signal ratio, with a control signal flat, not every such curve was filed as active; inconclusive = small, poorly fitted or top-dose-only effect, or effect the other way, or a change in a side signal; inactive = no such curve, though single readings can be large or run the other way; the % refers to the signal ratio; note: % is set by controls: 0 for no effect and ±100 for the full control effect
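MBNL1-His + Biotin-(CUG)12, cpd titration 92 nM–58 uM; Tb anti-His Ab 0.055 ng/ul, SA-XL665 5 nM (final); 60 min RT; ratiometric 665/545 nm, Ex 340 nm; normalized to buffer and full-complex controls.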
p53 reactivator: restores transcriptional activity of mutant p53 | H1299 p53-A138V BP100-luciferase reporter, luminescence, 24 h | Potency, µM (series often up to 92.2 µM), for inactives: top-dose activity change, positive = activation, hits mostly activators | 0.063% of 320,000 active | AID 504706; note: % of control where 0% means no effect; nearly all actives have a fitted effect of over 45% in size
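H1299 (p53-null), stable ts p53-A138V + BP100-Luc; 1000 cells/well, Opti-MEM/10% FBS; cpd 4 pt, 1:5; 24 h, 37 deg C, 5% CO2; detection reagent 10 min RT; luminescence.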
Gal4-VP16 FLuc: inhibits Gal4-VP16 luciferase reporter, ROR gamma counter-screen; 3.5% of 310,000 active; Drosophila S2 Gal4-VP16 UAS-luciferase, luminescence, 20 h; Potency, µM (series often up to 53.6 µM), without a hit: at the highest dose activity, negative = inhibition, usual class: inhibitors;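 note: Gal4-VP16 expression switched on by copper sulfate through the metallothionein promoter; % is set by controls: 0 for no effect and ±100 for the full control effect; nearly all actives have a fitted effect of over 50% in size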
RORgamma inh: ROR gamma (mouse) transcription inhibition. P51450. Drosophila S2 Gal4-RORgamma UAS-luciferase reporter, 20 h. Potency, µM (doses to about 53.6 µM), for inactives: top-dose activity change, negative = inhibition, most hits filed as inhibitors. 5.4% of 310,000 active; note: % is set by controls: 0 for no effect and ±100 for the full control effect; nearly all actives have a fitted effect of over 60% in size
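In this cell-based reporter format, copper sulfate (700 uM final) drives Gal4–ROR gamma fusion expression from a metallothionein promoter in Drosophila Schneider cells; compounds preincubated 1 hr, reporter read after 20 hr at ambient temperature.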
BRCA1 expr up: BRCA1 expression activation | MCF7-BRCA1-FFLuc reporter, luminescence, 48 h; response scale: scaled: vehicle 0%, 10 µM genistein 100% | Potency, µM (doses to about 46.1 µM), for inactives: at the highest dose activation, usual class: activators | 1.1% of 380,000 active | AID 624202; note: nearly all actives have a fitted effect of over 80% in size; some results filed as inactive show a strong effect at the top dose
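Using MCF7 cells harboring a BRCA1 firefly luciferase reporter, plated 2 h before compound pinning, the screen measured luminescence after 48 h incubation. Responses were normalized to DMSO and 10 microM genistein, then fitted for concentration-effect.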
MLL CXXC-DNA inh: inhibitors of human MLL CXXC domain-DNA interaction; Q03164; MLL-CXXC / FITC-HOXA9 DNA fluorescence polarization; Potency, µM (doses to about 115 µM), inactives show at the top dose activity change, negative = inhibition, actives largely listed as inhibitors; 0.037% of 290,000 active; AID 2662; active = well fitted inhibition curve with a large enough effect in the polarisation, with a control signal flat, not every such curve was filed as active; inconclusive = small, poorly fitted or top-dose-only effect, or effect the other way, or a change in a side signal; inactive = no such curve, though single readings can be large or run the other way; the % refers to the polarisation
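Fluorescence polarization: 7 uM MLL-CXXC (stock) preincubated 5 min with compounds, then 50 nM fluorescein-HOX-A9 DNA (stock) added; 30 min ambient. Buffer 50 mM Tris-HCl pH 7.5, 50 mM NaCl, 1 mM DTT, 0.05% BSA.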
ELG1 genotoxic: induces genotoxicity in HEK293T cells with luciferase-tagged ELG1; AID 504466; Potency, µM (top dose mostly 46 µM), inactives show at the top dose activity change, positive = activation, actives largely listed as activators; 1.3% of 330,000 active; HEK293T ELG1-luciferase reporter, luminescence, 16 h; note: % of control where 0% means no effect; nearly all actives have a fitted effect of over 60% in size
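HEK293T cells expressing luciferase-tagged ELG1 were exposed to compound or DMSO vehicle for 16 hr at 37 °C and 5% CO2. Luciferase activity was then measured with ONE-Glo after 30 min at room temperature.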
NPC1 promoter act: activators of NPC1 promoter; AID 485313; 2.4% of 320,000 active; Huh7 NPC1 promoter luciferase reporter, 24 h; Potency, µM (series often up to 9.22 µM), inactives show at the highest dose activation, actives largely listed as activators;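 note: % of control where 0% means no effect; nearly all actives have a fitted effect of over 60% in size; reporter is driven by a mutant NPC1 promoter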
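Stably transfected Huh7 (NPC1 promoter→luciferase), 1500 cells/well in Opti-MEM + 10% FBS, 2 h settle, then compound 24 h at 37 °C. Luminescence after 10 min with Amplite reagent.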
Numbers without * were called inactive; ? = inconclusive; · = not tested or not shown; & = joins results of further samples; [ ] = remark or other dose. Unless noted, calls come from the whole dose curve; as a rule, active = well fitted curve in the direction sought with a large enough effect; inconclusive = small, poorly fitted or top-dose-only effect, or another doubt; inactive = no such curve, though single readings can be large; an effect the other way counts as inactive or inconclusive. Potency is the fitted concentration of half-maximal effect. The list is partial; the hit share may differ from the screen's.

SMILES	Rab9 promoter act	FLuc modulator	uPA surface inh	MBNL1-CUG inh	p53 reactivator	Gal4-VP16 FLuc	RORgamma inh	BRCA1 expr up	MLL CXXC-DNA inh	ELG1 genotoxic	NPC1 promoter act
CC(=O)c1cccc(OCc2cc(C(=O)NCCC3=CCCCC3)no2)c1	?	9.53µM*	-0.2%	-1.2%	18.8%	-11.0%	12.9%	3.16µM*	2.6%	?	2.51µM*
COC(=O)c1ccc(NC(=O)COc2cccc3c2OC(C)(C)C3)cc1	-3.4%	-0.2%	2.3%	·	1.0%	·	·	-23.7%	·	0.0%	3.7%
CC1(C)CC(=O)C=C(c2ccc(F)nc2)C1	-0.5%	-2.8%	0.3%	·	-2.2%	·	·	11.4%	·	2.6%	2.5%
O=C(CSc1nnc(Cn2cnc3ccccc32)o1)c1ccccc1	-13.1%	-15.5%	-2.7%	-0.8%	7.6%	?	?	-59.1%	6.5%	?	-5.1%
COc1ccc(C2=NO[C@@H]3C(=O)N(c4ccc(C)cc4C)C(=O)[C@H]23)cc1OC	-5.0%	2.1%	1.7%	-1.6%	1.3%	0.0%	-25.6%	5.4%	-1.7%	0.5%	-4.9%
Nc1nc2n(n1)C(c1ccco1)CC(c1ccc(F)cc1)N2 (stereo not drawn)	-38.7%[inhibitor]	1.8%	3.9%	10.3%	-4.1%	3.6%	-17.9%	-8.9%	2.9%	3.1%	-3.9%
CC(CN1CCCC1)OC(=O)c1ccccc1Cl (stereo not drawn)	13.6%	-5.2%	-1.2%	4.1%	?	-3.4%	-17.0%	-7.8%	-7.0%	6.4%	0.4%
S=C(NCCCN1CCOCC1)N1CCN(c2cccc(Cl)c2)CC1	3.7%	1.2%	·	-1.6%	-2.3%	8.2%	0.5%	-25.1%	5.1%	-15.4%	-3.0%
COc1ccc(N2CCN(C(=S)Nc3cc(C)cc(C)c3)CC2)cc1	-1.4%	0.9%	-2.1%	-5.4%	-3.4%	-4.9%	?	-3.1%	-3.4%	-1.8%	1.3%
Cc1ccc(Cc2cnc(NC(=O)c3cccs3)s2)cc1	?	2.69µM*	-8.8%	-3.3%	?	8.91µM*	3.55µM*	?	2.2%	-1.4%	2.82µM*
CCc1cc(=O)oc2cc(C)cc(OC(C)C(=O)NCc3cccnc3)c12 (stereo not drawn)	-1.9%	2.4%	-12.1%	-0.1%	-2.9%	-5.9%	-12.3%	2.2%	9.2%	1.8%	-1.2%
CCN(CC)CCCn1c2c(c(SCC(=O)N3CCc4ccccc43)nc1=O)CCC2	1.4%	-1.0%	?	·	-0.7%	·	·	-9.4%	·	16.2%	-0.2%
CC(=O)c1cccc(N=Nc2c(-c3ccccc3)[nH]n(-c3ccccc3)c2=O)c1	-7.1%	?	0.8%	-13.2%	5.5%	-17.1%	?	-9.6%	8.0%	-8.1%	-6.8%
Cc1ccc(S(=O)(=O)Nc2ccc(C(N)=O)cc2)cc1[N+](=O)[O-]	-8.5%	-5.4%	2.7%	7.3%	3.7%	2.3%	-2.2%	0.0%	-9.2%	0.9%	-4.3%
O=C(Cn1cccc1C(=O)c1ccccc1)NCc1ccccc1Cl	?	-15.9%	5.2%	4.5%	29.1%	?	31.5%	?	6.6%	?	?
O=C(Nc1ccc(F)cc1F)C1CCCN1S(=O)(=O)c1cccc2nsnc12 (stereo not drawn)	-3.5%	0.9%&-2.1%	0.5%	?	2.6%	0.3%	-37.9%	-29.2%	-2.6%	-1.3%	-0.5%
Cc1ccsc1/C=C(\C(=O)c1ccc(OC(C)C)cc1)c1nc2ccccc2o1	10.2%	0.5%	0.5%	13.3%[11.5 µM]	?	-8.7%	?	-37.4%	3.5%	1.0%	-3.4%
FC(F)(F)c1cccc(NC(=S)NCC2COc3ccccc3O2)c1 (stereo not drawn)	-7.7%	2.4%	-8.9%	·	6.8%	-10.5%	?	-63.0%	-9.4%	-5.8%	-0.9%
O=C1CCC(c2ccc3c(c2)CCC3)=NN1	-1.1%[1.84 µM]	?	4.8%	1.5%	7.9%	0.8%	25.3%	41.9%	-1.0%	15.0%	0.6%
CCCCn1nnnc1SCC(=O)c1ccccc1F	-0.9%	-0.7%	0.7%	-14.7%	-1.2%	4.6%	1.9%	83.3%	-6.9%	-5.3%	-0.5%
COc1cccc(NC(=O)CSc2nc3scc(C)c3c(=O)[nH]2)c1	-1.2%	0.2%	-4.0%	104.4%[activator]	-3.7%	-0.8%	-0.3%	-35.2%	-2.0%	13.8%	-2.3%
CC(OC(=O)CCN=C1NS(=O)(=O)c2ccccc21)C(=O)N(C)c1ccccc1 (stereo not drawn)	-3.6%	-1.0%	1.4%	·	-4.3%	·	·	2.3%	·	2.1%	-2.2%
O=C(NNS(=O)(=O)c1ccc(Cl)cc1)c1cnn(-c2ccccc2)c1-n1cccc1	-0.2%	8.2%	1.6%	3.6%	-1.2%	0.3%	-11.2%	1.4%	-7.3%	-0.5%	0.1%
COC(=O)C1=C(C)N(c2ccc(OC)cc2)C(C)=C(C(=O)OC)C1c1ccccc1	1.7%	5.6%	7.3%	·	-3.9%	5.2%	-0.4%	-43.3%	-4.0%	-8.5%	-6.7%
c1coc(-c2ccnc(-c3ccncc3)n2)c1	-2.9%	?	6.3%	3.7%	1.4%	-4.2%	-10.8%	0.0%	8.1%	8.0%	-0.6%
Cc1ccc(CN2CCN(Cc3cn(C)nc3C)CC2CCO)o1 (stereo not drawn)	-1.9%	-1.1%	-8.4%	-5.8%	3.0%	-2.1%	-2.8%	-0.7%	14.8%	0.2%	-10.0%
Cc1cc(C)cc(NC(=O)CCN2CCOCC2)c1	-1.0%	7.1%	3.8%	-3.9%	·	6.0%	-4.2%	16.7%	-0.1%	1.6%	0.9%
COc1ccccc1S(=O)(=O)Nc1ccc2cn[nH]c2c1	1.6%	2.8%	4.6%	·	-5.8%	-10.8%	39.6%	1.4%	2.5%	-3.5%	-1.3%
COc1ccc(Nc2nc(-c3cccs3)cs2)c(OC)c1	2.24µM*	4.78µM*	2.4%	17.2%	?	15.9%	37.9%	-2.5%[1.84 µM]	17.2%	5.17µM*	?
O=C(Cc1ccccc1)Nc1ccccc1Oc1ccccc1	0.8%	3.0%	0.3%	-4.2%	0.2%	-7.7%	37.6%	-5.8%	-0.4%	0.2%	-2.3%
O=S(=O)(c1cccc2nsnc12)N1CCCCC1	-0.1%	-0.1%	-18.6%	?	-6.8%	6.4%	-12.3%	14.5%	-0.7%	-0.2%	-4.8%
O=C(Oc1ccccc1-c1nnco1)c1ccc(Cl)cc1	-5.5%	-9.2%	4.7%	-0.9%	5.0%	-5.3%	?	-13.0%	73.3%[activator]	6.9%	1.6%
CCOc1cc(NC(=S)NCC(C)C)c(OCC)cc1NC(=O)c1cccs1	-9.8%	0.5%	-3.5%	4.4%	25.1%	8.91µM*	3.98µM*	3.7%	1.3%	-0.8%	1.6%
COCCN(CCOC)c1nc(S(=O)(=O)c2ccc(C)cc2)c(Cl)s1	7.6%	1.3%	-3.1%	-8.1%	-8.0%	-2.6%	28.1%	-50.6%	1.0%	-3.4%	0.3%
COc1cccc(C(=O)N2CCN(C(=O)c3cccc4ccccc34)CC2)c1OC	6.2%	1.5%	-7.9%	3.4%	1.9%	0.9%	5.8%	1.3%	12.3%	-8.9%	-4.6%
C=CCSc1nnc2c(n1)OC(c1ccco1)Nc1ccccc1-2 (stereo not drawn)	-1.1%	-3.0%	2.2%	?	-1.0%	24.1%	-0.9%	-0.8%	?	-3.0%	7.0%
Cc1cc(=O)oc2cc(OCC(=O)Nc3ccccc3C(=O)O)ccc12	0.3%	?	3.2%	3.4%	2.5%	1.8%	-6.3%	-17.3%	-7.1%	0.6%	-2.9%
CC(C)CC(=O)N=C1SC2CS(=O)(=O)CC2N1Cc1ccccc1Cl (stereo not drawn)	-6.3%	-0.6%	5.0%	-7.8%	-0.9%	-3.9%	-32.5%	15.0%	-7.5%	-0.3%	-2.2%

Quoted at random: 2 compounds from above, in no set order.
SMILES	Rab9 promoter act	FLuc modulator	uPA surface inh	MBNL1-CUG inh	p53 reactivator	Gal4-VP16 FLuc	RORgamma inh	BRCA1 expr up	MLL CXXC-DNA inh	ELG1 genotoxic	NPC1 promoter act
C=CCSc1nnc2c(n1)OC(c1ccco1)Nc1ccccc1-2 (stereo not drawn)	-1.1%	-3.0%	2.2%	?	-1.0%	24.1%	-0.9%	-0.8%	?	-3.0%	7.0%
COCCN(CCOC)c1nc(S(=O)(=O)c2ccc(C)cc2)c(Cl)s1	7.6%	1.3%	-3.1%	-8.1%	-8.0%	-2.6%	28.1%	-50.6%	1.0%	-3.4%	0.3%
